RmlCD inh mix: RmlC/RmlD inhibition, mixture screen | RmlC/RmlD coupled enzyme inhibition, 384-well mixture HTS | hit rate 0.39% among 110,000 | inhibition, % at 5.5 µM; in the data active = inhibition above about 30%, passing the limit was not always enough; note: strong numbers were not always called active
HIV RNase H inh: blocks HIV-1 RNase H cleavage of RNA/DNA duplex | RT-RNase H RNA/DNA duplex cleavage, fluorescence | inhibition, % at 10 µM | AID 565 | hit rate 1.9% among 65,000 | P04585; in the data active = inhibition above about 50%
An asterisk follows results filed as active; . = not tested or not shown.

The line under a structure holds: HIV RNase H inh	RmlCD inh mix
O=c1c2ccccc2nnn1CSc1nc2sc3c(c2c(=O)n1CC1CCCO1)CCC3 (configuration not stated)
  -3	17
Cc1ccc(Nc2cc(C)nc3nc(C)nn23)cc1
  -16	.
CCC(C)(C)n1nnnc1C(c1cccc(C#N)c1)N1CCN(c2cccc(C)c2C)CC1 (configuration not stated)
  -17	-13
COc1ccccc1CNC(=O)CCn1c(=O)[nH]c2ccsc2c1=O
  -42	0
COc1ccc(Cc2nnc(SCC(=O)Nc3ncc(C)s3)o2)cc1
  -15	-14
COc1cc(NC(=O)c2cc(Cl)ccc2Cl)ccc1-c1cc2ccccc2oc1=O
  .	-89
Cc1cc(C(F)(F)F)c2sc(N)nc2n1
  -1	-9
COc1ccc(S(=O)(=O)NC(CC(=O)N2CCC3(CC2)OCCO3)c2ccco2)cc1 (configuration not stated)
  -8	9
COc1ccc(/C=N/Nc2nonc2N)cc1
  .	-11
O=C1NC[C@H](c2ccccc2)N(CCc2cccc(F)c2)C1=O
  .	3
COc1ccc(C2C(C#N)C(C#N)N3CCCN23)cc1 (configuration not stated)
  .	11
OC1CCCCC1Sc1nc2ccccc2s1 (configuration not stated)
  -4	11
Cc1cc(C)n(-c2nc3ccccc3nc2N2CCCC2)n1
  .	-6
CN(c1ccc(C(=O)Nc2cccnc2)cc1)S(C)(=O)=O
  -1	4
O=C(NCCOc1nc(N2CCOCC2)nc(N2CCOCC2)n1)Nc1ccccc1
  .	-18
O=C1C(=O)N(CCCn2ccnc2)C(c2cccnc2)/C1=C(/O)c1ccc(F)cc1 (configuration not stated)
  -2	-3
CC(NC(=O)c1ccccc1Cl)C1COc2ccccc2O1 (configuration not stated)
  29	12
Cc1ccc(Oc2nnc(-c3ccccc3)cc2C#N)cc1
  .	4
COc1ccc(C=NCCCN2CCOCC2)cc1
  -16	6
O=C(CCCn1c(=O)[nH]c2cc(Cl)ccc2c1=O)N1CCN(c2ccc([N+](=O)[O-])cc2)CC1
  .	1
COc1ccc(C2Nc3ccccc3C(=O)N2Cc2ccco2)cc1COc1ccccc1F (configuration not stated)
  .	-19
CCC(=O)N=c1sc2c(OC)ccc(OC)c2n1C
  -5	-4
CCCC1CC(C)(C(=O)CSc2n[nH]c(-c3ccccc3)n2)OC1=O (configuration not stated)
  .	10
O=C1CC(N2CCOCC2)C(=O)N1c1ccccc1Cl (configuration not stated)
  23	-7
O=C1NCCN1C(=O)C12CC3CC(CC(C3)C1)C2
  4	-13
c1ccc(-c2nc(C3CCCCC3)c3sccc3n2)cc1
  .	-1
O=c1cc(-c2ccccc2)nc2nc(SCc3ccccc3)[nH]n12
  1	-2
Cc1occc1C(=O)Nc1cccc(C(F)(F)F)c1
  .	-3
Cc1cc2nc(SCCN3CCCC3)[nH]c2cc1C
  -7	-14
COC(=O)Nc1ncc(CN2CCCCC2)s1
  .	10

Next part.
The line under a structure holds: HIV RNase H inh	RmlCD inh mix
O=C(c1ccc2snnc2c1)N1CCN(c2ccccc2)CC1
  .	8
Cn1ccc2cc(NC(=O)Nc3cccnc3)ccc21
  .	8
COC(=O)c1cc(C(=O)OC)cc(-n2c(C)cc(C(=O)CC#N)c2C)c1
  -8	-1
CN1CCN(C(=O)c2ccc(N3CCCC3=O)cc2)CC1
  .	-17
CCOC(=O)NC1(C(F)(F)F)NC(=O)N(C2CCCCC2)C1=O (configuration not stated)
  -8	-1
c1ccc(-c2cc(N3CCCCCC3)n[nH]2)cc1
  4	-10
Cc1c2c(nc3c(C)cccc13)OC(C)C2 (configuration not stated)
  -6	3
COc1cc(-c2nc3ccccn3c2NCC2CCCO2)ccc1O (configuration not stated)
  4	14
C(=C\c1ccccc1)/CN1CCN(C(c2ccccc2)c2ccccc2)CC1
  6	-8
c1ccc2c(c1)nc(-c1ccncc1)n1nnnc21
  -19	6
COC(=O)CSC1=C(C#N)C(=O)NC2(CCCCC2)S1
  2	.
COCCOC(=O)c1c(C)oc2ccc(OCc3cc(C(=O)OC)oc3C)cc12
  -26	-1
Cc1nc2c(-c3ccc(F)cc3)c(C)nn2c(C)c1CCC(=O)NCCN1CCOCC1
  .	6
O=C(CNc1ccc(Oc2ccccc2)cc1)N1CCOCC1
  6	-2
CC(C)CNS(=O)(=O)c1ccc(C(=O)Nc2ccc3c(c2)OCCO3)cc1
  -1	-8
CC(=O)N[C@@H](CS)C(=O)O
  1	.
CC(=O)NC1C(=O)N(CCc2ccccc2)c2ccccc21 (configuration not stated)
  -9	-2
Cc1ccc(C)c(N2CCN(C(=O)COc3cc(=O)n(C)c4ccccc34)CC2)c1
  -31	.
O=C(CS(=O)(=O)Cc1ccccc1)N1CCc2ccccc2C1
  -55	21
CCn1c(SCC#N)nc2c(c1=O)C1(CCCC1)Cc1ccccc1-2
  -11	-11
C#CCNC(=O)C1=C[C@H](c2ccc(C(F)(F)F)cc2)[C@@H](CCCO)[C@H](OCC)O1
  .	-7
Cc1noc(C)c1COC(=O)CCCc1nc2ccccc2s1
  -89	-9
CCOC(=O)c1ccc(NC(=O)C2C3C=CC(C3)C2C(=O)O)cc1 (configuration not stated)
  9	6
O=C(CSc1nc2ccccc2c(=O)[nH]1)c1ccc(O)c(O)c1
  -1	0
CCO[C@@H]1OC(C(=O)N2CCOCC2)=C[C@H](C(C)(C)C)[C@H]1CCCO
  .	-6
CN(c1ccc(C(=O)N2CCN(Cc3ccc4c(c3)OCO4)CC2)cc1)S(=O)(=O)c1ccccc1
  .	20
C[C@@H]1CCC[C@]2(O[C@@H](CCO)C[C@@H](O)[C@@H]2O)O1
  .	-97
CN(C)c1ccc(C(c2nnnn2C(C)(C)C)N2CCN(C(=O)c3ccco3)CC2)cc1 (configuration not stated)
  -2	-14
COc1ccccc1-c1nnc(SCC(=O)Nc2ccc(Cl)cc2Cl)o1
  -14	-12
O=C(NN=C1C2CC3CC(C2)CC1C3)c1cccs1
  .	10

(list continues)
The line under a structure holds: HIV RNase H inh	RmlCD inh mix
CCNc1nc(N)nc(Oc2ccc(OCc3ccccc3)nn2)n1
  .	-11
CCCCCc1nc(N)c(C#N)c(-c2ccco2)c1CCCC
  .	-1
COc1ccc(CCN(Cc2cc3cccc(C)c3[nH]c2=O)C(=O)N2CCCC2)cc1OC
  -8	-7
COC(=O)Cn1cnc2sc(C)c(S(=O)(=O)N3CCN(c4ccccc4OC)CC3)c2c1=O
  -7	3
COc1ccc(OC)c(NS(=O)(=O)c2cccs2)c1
  -19	-43
Cc1cc(C)n(/N=C/c2cccc(O)c2)c(=O)c1C(N)=O
  2	-1
CCc1nnc(NC(=O)[C@@H](NC(=O)c2cccc(S(=O)(=O)N3CCOCC3)c2)C(C)C)s1
  .	-8
CCOC(=O)NCc1ccc2c(c1)cc(C)n2C
  -1	8
CCOc1ccc(-c2nnn(CC(=O)N3CCCC3)n2)cc1OCC
  .	-16
COC(=O)CN(c1ccc(C)c(Cl)c1)S(C)(=O)=O
  -38	-13
CC(C)(C)C1CCc2onc(C(=O)Nc3ccc(F)cc3F)c2C1 (configuration not stated)
  -2	10
CCCOc1ccc(C(CC(=O)O)NC(=O)C23CC4CC(CC(C4)C2)C3)cc1 (configuration not stated)
  .	13
Cc1ccc2c(c1)Sc1ccccc1CC2=O
  .	1
O=C(c1cnn2ccccc12)N1CCc2ccccc21
  -31	3
O=C(O)c1cccc2c1C(=O)N(C1CCCCC1)C2
  -4	11
CN(C)c1ccc(NC(=O)CN2CCN(CC(=O)Nc3ccc(F)cc3)CC2)cc1
  -5	-20
CCOC(=O)CSc1nnc(C2CCCCC2)n1C
  25	-12
O=C(CSc1n[nH]c(-c2cccnc2)n1)Nc1ccnc2ccccc12
  1	-1
COc1cnc(-c2ccccn2)nc1Sc1ccccc1Cl
  .	5
O=C(c1ccc2ccccc2c1)c1c[nH]cc1-c1ccccc1
  .	6
CCCN1CCN(C(=O)CCCNC(=O)Cn2cnc3sc(C)c(C)c3c2=O)CC1
  0	4
CC(C)C(=O)Nc1cccc(-c2cn3ccsc3n2)c1
  -7	-16
OC1CCCN(Cc2c3ccccc3cc3ccccc23)C1 (configuration not stated)
  .	4
CC(=O)N1CC=C2C(C#N)=C(N)C(C#N)(C#N)C(C)C2C1 (configuration not stated)
  5	-13
Cc1cccc(C)c1OC(=O)CSc1nnc(-c2ccccc2)o1
  .	-8
O=C(O)c1cc2c(ccc3ccccc32)o1
  -5	7
Cn1cc(C(=O)Nc2ccc(F)c(F)c2)cn1
  .	-14
C/C(=C1/SC(N2CC(C)OC(C)C2)=NC1=O)c1ccccc1 (configuration not stated)
  -6	5
COc1ccc(C(=O)Oc2ccc3oc(=O)sc3c2)cc1
  .	-1
O=C(COc1ccccc1)Nc1cccc2nsnc12
  -43	-6

The list goes on:
The line under a structure holds: HIV RNase H inh	RmlCD inh mix
Cn1c(=O)c2c(ncn2CC(=O)N2CCN(c3cccc(Cl)c3)CC2)n(C)c1=O
  -2	2
CCOC(=O)N1CCN(C(=O)C(CC(C)C)NC(=O)C2CCCCC2)CC1 (configuration not stated)
  4	-5
O=C(O)/C=C/c1cn(-c2ncc(C(F)(F)F)cc2Cl)c2ccccc12
  .	0
O=C1CCN(Cc2ccccc2)CCN1CCO
  .	-6
COc1ccccc1C/C(N)=N/OC(=O)COc1ccccc1C
  .	10
CC(C)CCOC(=O)C1C(c2ccccc2)C(C(=O)O)C1c1ccccc1 (configuration not stated)
  .	-12
Cc1cc(=O)oc2n[nH]c(-c3ccccc3)c12
  -4	.
COc1ccc2oc(=O)c(C(=O)N3CCN(c4ccccc4F)CC3)cc2c1
  -1	6
CCCCCCC(c1c(C)n(C)n(-c2ccccc2)c1=O)c1c(C)n(C)n(-c2ccccc2)c1=O
  -3	15
COC(=O)CSc1nnc(CNC(=O)c2ccccc2OC)n1-c1ccc(OC)cc1
  -10	-6
CCOC(=O)C1CCCN(C(=O)CC(c2ccccc2)c2ccccc2)C1 (configuration not stated)
  .	7
O=S(=O)(/N=C(/Nc1ccccn1)c1ccccc1)c1ccc(Cl)cc1
  .	-9
COc1cc(-c2nc3ccc4ccccc4c3c3c2CCC3)cc(OC)c1OC
  .	-17
CCOC(=O)Nc1ccc2c(c1)N(C(=O)N1CCN(C)CC1)c1ccccc1S2
  3	-1
CCN(CCCNC(=O)C1CCCN(S(=O)(=O)c2cnc[nH]2)C1)c1ccccc1 (configuration not stated)
  -6	-1
Cc1cc(-n2c(C)cc(C(=O)CSc3ncnc4ccccc34)c2C)no1
  -26	4
Cc1cc(C(C)(C)C)c(O)c(C(C)(C)C)c1
  .	11
CCOc1ccc(CCNC(=O)C2CCC(=O)N2C2CCCCC2)cc1OCC (configuration not stated)
  -17	7
CC(=O)OC1COC(OC2C(O)C(C)OC(OC3C(OC4CCC5(C)C(CCC6(C)C5CC=C5C7CC(C)(C)CCC7(C(=O)O)CCC56C)C4(C)CO)OCC(O)C3O)C2O)C(O)C1OC(C)=O (configuration not stated)
  .	-11
Cc1ccc(S(=O)(=O)Cn2nnnc2CN2CCN(C(=O)c3ccco3)CC2)cc1
  -11	.
Cc1cccc(-c2c3c(=O)n(C)c(=O)n(C)c3cn2CCO)c1
  6	.
N#CCN1CCN(CC(=O)Nc2cccc3ccccc23)CC1
  .	1
COC(=O)c1ccc2c(=O)n(CCCCCC(=O)NCc3ccccn3)c(=O)[nH]c2c1
  -15	0
COc1ccc(-n2c(SCC(=O)N3CCCCC3)nnc2-c2cccnc2)cc1
  -6	-9
CCOC(=O)/C(C#N)=C/c1ccc(OCC(=O)Nc2ccccc2)c(OC)c1
  .	23
Cc1ccc(Cn2c(SCC(=O)NCc3ccco3)nc3ccsc3c2=O)cc1
  -15	8
Cc1ccc(CS(=O)(=O)CCC(=O)N2CCOCC2)cc1
  -15	.
COc1ccc(S(=O)(=O)N2CCN(c3ccccc3OC)CC2)cc1OC
  -1	-13
COc1cccc(NC(=O)c2nn(C)cc2Br)c1
  .	32
COc1ccc(OC)c(C2C(C(C)=O)=C(O)C(=O)N2Cc2cccnc2)c1 (configuration not stated)
  0	-8

Other records.
The line under a structure holds: HIV RNase H inh	RmlCD inh mix
CCC(=O)OC1c2ccccc2C(=O)N1Cc1ccccc1 (configuration not stated)
  .	-9
CC(C)(C)Nc1nc(SCc2ccccc2)nc(N2CCOCC2)n1
  -35	-17
C/C=C(/C)C(=O)Nc1cccc(C2=NOC3(C2)C[C@H](C(N)=O)N(C(=O)c2ccc(Cl)cc2)C3)c1 (some centres not stated)
  .	6
COC(=O)c1[nH]c2ccc(C)cc2c1NC(=O)CN1CCN(c2ccc(F)cc2)CC1
  6	-15
CCCOC(=O)c1ccc(OC(=O)c2ccco2)cc1
  -8	9
CC(CCc1ccccc1)NC(=O)CSc1nccc(=O)[nH]1 (configuration not stated)
  6	0

Compound activity from PubChem.

Only part of the results is shown, so the mix of outcomes need not match the whole.
